CHO parental Ca: signal in parental CHO cells, OX1R antagonist counter-screen | parental CHO-K1, ATP-induced calcium, Fluo-8 fluorescence | inhibition, % at 5.6 µM | 330,000 tested, 0.63% active | AID 463079;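 active = inhibition above that plate's mean sample inhibition plus 3 SD, cut at about 26% in these data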;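 also: 0% = ATP-challenged DMSO wells and 100% = DMSO wells without ATP; some compounds past the cut are filed as inactive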
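material = parental CHO cells | also added = ATP as calcium-mobilizing challenge | dosing = single point at 5.6 µM | detection = intracellular calcium via Fluo-8 no-wash fluorescent dye | read-out = % inhibition | benchmarks = low control ATP plus DMSO, high control DMSO only | repeats = one well per compound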
OXTR potentiator: potentiates the human oxytocin receptor response. CHO-OTR cells, Fluo-8 calcium fluorescence, potentiator mode; 0% = oxytocin EC15, 100% = EC100. 320,000 tested, 0.061% active. activation, % at 3 µM. P30559;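 active = activation above that plate's cutoff, the mean activation of tested compounds plus 3 SD, cut at about 6.6% in these data, passing the limit was not always enough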;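 also: 100% uses oxytocin at 75 nM as the full agonist control; some results filed as inactive read as strong as hits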
Target sequence (P30559 whole entry, looked up): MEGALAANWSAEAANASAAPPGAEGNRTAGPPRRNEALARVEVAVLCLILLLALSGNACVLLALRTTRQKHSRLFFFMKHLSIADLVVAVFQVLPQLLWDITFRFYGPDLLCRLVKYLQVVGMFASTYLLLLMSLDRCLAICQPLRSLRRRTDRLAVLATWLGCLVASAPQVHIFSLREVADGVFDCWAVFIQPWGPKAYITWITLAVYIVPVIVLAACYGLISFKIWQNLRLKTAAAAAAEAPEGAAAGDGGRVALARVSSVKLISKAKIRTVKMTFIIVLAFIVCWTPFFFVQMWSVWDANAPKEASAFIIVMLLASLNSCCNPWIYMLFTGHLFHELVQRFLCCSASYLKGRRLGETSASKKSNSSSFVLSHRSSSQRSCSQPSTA
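Material: human OTR in CHO cells. Compound: 3.0 µM, one dose. Timing: compound 6 min at room temperature before oxytocin, 100 s read. Evaluation: % activation of max/min ratio relative to oxytocin controls. Replication: single well per compound, singlicate. Signal: Fluo-8 calcium dye fluorescence.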
M1 ag parental: counter-screen for M1 agonists: effect in parental CHO-K1 cells; activation, % at 3 µM; AID 602248; 360,000 tested, 0.48% active; Fluo-8 calcium fluorescence; scaled to maximal ATP response, vehicle zero; in the data active = activation above about 15%;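 also: untransfected CHO-K1 host cells lacking M1 receptor as counterscreen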
TAAR1 antagonist: antagonists of human TAAR1; Q96RJ0; CHO RD-HGA16 TAAR1, Fluo-8 calcium fluorescence, antagonist; inhibition, % at 3 µM; 360,000 tested, 1.5% active; AID 624466;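 active = inhibition above a per-plate cutoff, the mean inhibition of test compounds on that plate plus 3 SD, cut at about 49% in these data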;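 also: 0% = DMSO plus EC80 beta-PEA response and 100% = DMSO alone without agonist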
Target sequence (Q96RJ0 whole entry, looked up): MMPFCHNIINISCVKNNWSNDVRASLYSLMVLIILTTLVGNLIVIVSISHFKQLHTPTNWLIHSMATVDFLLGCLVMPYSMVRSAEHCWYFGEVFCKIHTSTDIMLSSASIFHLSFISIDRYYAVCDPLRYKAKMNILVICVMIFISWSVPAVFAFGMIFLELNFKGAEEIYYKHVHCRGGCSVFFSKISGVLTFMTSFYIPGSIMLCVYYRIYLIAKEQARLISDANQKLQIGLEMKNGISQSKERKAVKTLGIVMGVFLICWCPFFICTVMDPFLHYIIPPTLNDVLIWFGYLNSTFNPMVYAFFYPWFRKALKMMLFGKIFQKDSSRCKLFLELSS
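System: CHO RD-HGA16 cells bearing hTAAR1. Reagent: EC80 β-phenethylamine stimulus. Schedule: seeding 17-24 h prior, 75-min 37 °C, 30-min RT dye loading. Signal: Fluo-8 intracellular calcium dye fluorescence, real-time kinetic reads. Read-out: % inhibition from peak post-agonist over basal fluorescence ratio. Benchmarks: vehicle wells and EC80 agonist wells. Replicates: n of 1.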
CHO-K1 Ca antag: M1 antagonist counterscreen hit in parental CHO-K1 cells; ATP-induced calcium, Fluo-8 fluorescence; inhibition, % at 3 µM; 360,000 tested, 0.6% active; AID 602250;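 active = inhibition above a per-plate cutoff, the plate's mean sample inhibition plus 3 SD, cut at about 24% in these data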;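 also: 0% = DMSO plus EC80 ATP and 100% = DMSO alone without ATP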
OXTR agonist: agonists of human oxytocin receptor | P30559 | CHO-OTR cells, Fluo-8 calcium fluorescence; normalized: DMSO 0%, oxytocin 100% | activation, % at 3 µM | 320,000 tested, 0.32% active;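 active = activation above the mean of all tested compounds plus 3 SD, cutoff set per screening run, cut at about 20% in these data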;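 also: peak over basal fluorescence ratio from a 100 s FLIPR kinetic read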
GPR7 antag: human neuropeptides B/W receptor 1 antagonism | GPR7-expressing cells, fluorescence antagonist assay | 290,000 tested, 1.1% active | P48145 | inhibition, % at 4.4 µM; in the data active = inhibition above about 16%, passing the limit was not always enough;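 also: cells stimulated with the agonist NPW; 0% = agonist with vehicle and 100% = vehicle without agonist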
CHO-K1 Ca PAM: M1 PAM counterscreen hit in parental CHO-K1 cells | activation, % at 3 µM | ATP EC20, Fluo-8 calcium fluorescence; 0% at ATP EC20, 100% at ATP max | 360,000 tested, 0.02% active | AID 602247;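 active = activation above the run cutoff, the mean activation of all test compounds plus 3 SD, cut at about 40% in these data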;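 also: peak over basal fluorescence ratio in a 140 s read after ATP addition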
V1aR counter: counter-screen for oxytocin receptor agonists: human V1a receptor agonists; P37288; CHO-V1R cells, Fluo-8 calcium fluorescence, agonist mode; 0% DMSO, 100% 3 nM vasopressin; activation, % at 3 µM; 320,000 tested, 0.25% active;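 active = activation above the mean activation of all tested compounds plus 3 SD, per screening run, cut at about 20% in these data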;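 also: signal is peak over basal fluorescence ratio across a 100 second FLIPR read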
Active calls of the source: *; nt = not tested or not shown.

nr	canonical_smiles	CHO parental Ca	OXTR potentiator	M1 ag parental	TAAR1 antagonist	CHO-K1 Ca antag
1	Cn1cc(Cl)c(C(=O)Nc2cnn(Cc3ccc(F)cc3)c2)n1	-14	-9	0.0	-14	-12
2	COc1ccc(C2=NO[C@@H]3C(=O)N(Cc4ccccc4)C(=O)[C@H]23)c(OC)c1	-7	-9	2.1	-26	1
3	CCOC(=O)CSc1nc(C2CC2)cc(-c2ccc(F)cc2)c1C#N	-4	-7	0.3	15	2
4	CCN(C(=O)c1cccs1)C1CCS(=O)(=O)C1 (stereo not drawn)	nt	nt	0.7	-7	7
5	O=C1c2ccccc2CN1c1ccccc1	-8	13	0.0	-25	-2
6	O=C(NCCCCCCNC(=O)OCc1ccccc1)OCc1ccccc1	nt	nt	-0.5	12	-4
7	Cn1cc(CN2CCC(n3nccc3NC(=O)c3ccc4c(c3)OCO4)CC2)cn1	nt	nt	0.0	-12	-8
8	CCOC(=O)C1(Cc2ccc(O)cc2)NC(c2ccccc2F)C2C(=O)N(C)C(=O)C21 (stereo not drawn)	-8	-16	2.2	4	-15
9	COc1ccc(OC)c(/C=N/NC(=O)C(=O)NCc2cccnc2)c1	-2	-9	0.0	-14	-8
10	CCOC(=O)c1ccccc1NC(=O)COC	-13	0	0.3	-17	-9

nr	OXTR agonist	GPR7 antag	CHO-K1 Ca PAM	V1aR counter
1	0.0	-5	29	1.0
2	0.9	2	-5	6.7
3	-1.7	3	-7	-1.0
4	nt	nt	1	nt
5	-1.9	-9	8	-0.7
6	nt	nt	-2	nt
7	nt	nt	16	nt
8	3.8	-7	24	4.0
9	-2.6	-11	5	-1.7
10	-0.8	-5	12	-0.5

Following part
nr	canonical_smiles	CHO parental Ca	OXTR potentiator	M1 ag parental	TAAR1 antagonist	CHO-K1 Ca antag
11	O=C(CN1C(=O)NC(CCc2ccccc2)C1=O)NC1CC1 (stereo not drawn)	-7	-7	0.6	6	-2
12	O=C(Nc1ccc(Br)cc1)N1CCc2ccccc2C1	13	-4	0.5	15	-19
13	CN1CCN(C2CN(Cc3cn(Cc4ccccc4C(F)(F)F)nn3)S(=O)(=O)C2)CC1 (stereo not drawn)	nt	nt	0.5	-4	6
14	Cc1cc(N2CCC(C)CC2)c(F)cc1[N+](=O)[O-]	-3	2	0.5	-9	-7
15	CC(C)OCCCNC(=O)C(C)Oc1ccccc1 (stereo not drawn)	-10	-3	0.6	nt	-5
16	CN(C)/N=C/c1cc(Cl)cc([N+](=O)[O-])c1O	6	-4	1.9	-2	-14
17	COc1ccc2c(c1OC)C(=O)N1N=C(c3ccccc3)CC21 (stereo not drawn)	-3	-2	1.3	3	6
18	Cc1ccc(NC(=O)c2sc3ncnc(N4CCN(c5ccccn5)CC4)c3c2C)c(C)c1	-11	-10	2.8	34	-5
19	CC(C)(Oc1ccc(Cl)cc1)C(=O)OCn1nnc2ccccc2c1=O	-16	-6	8.0	-6	6
20	N#C/C(=C\c1ccccc1)c1ccccn1	3	-5	-0.2	17	-11

nr	OXTR agonist	GPR7 antag	CHO-K1 Ca PAM	V1aR counter
11	-0.5	24*	12	-0.4
12	-1.5	-11	2	1.2
13	nt	nt	11	nt
14	0.1	-1	10	0.3
15	-0.4	2	21	0.3
16	3.1	-1	20	4.4
17	-0.4	7	9	0.6
18	-1.1	-12	-2	0.9
19	-1.8	-8	7	1.3
20	-2.0	5	4	0.0

As entered above:
entry 16 – TAAR1 antagonist = -2
entry 14 – V1aR counter = 0.3

Additional entries.
nr	canonical_smiles	CHO parental Ca	OXTR potentiator	M1 ag parental	TAAR1 antagonist	CHO-K1 Ca antag
21	CCOc1ncccc1C(=O)NNC(=O)CSc1ccc(Cl)cc1	-21	2	-0.3	2	7
22	CCOC(=O)C(=O)N(C)c1c(CC)nc2c(OCc3cc(Cl)cc(Cl)c3)cccn12	nt	nt	-0.5	-16	29*
23	CCC(C)(C)n1nnnc1C(C(C)C)N(Cc1cccnc1)Cc1ccco1 (stereo not drawn)	-30	-2	-0.2	14	-4
24	NC(=O)CSc1ccc(Br)cc1	-7	-12	-0.7	-3	-6
25	CCCCCC(C)n1[nH]c(=O)cc1N (stereo not drawn)	-15	5	0.0	8	-10
26	CC1=CC(C)C(C(=O)O)C(C(=O)Nc2cccnc2)C1 (stereo not drawn)	-12	2	0.2	13	18
27	O=[N+]([O-])c1ccccc1Oc1ccc(Cl)c2cccnc12	-24	2	-0.5	-16	-10
28	O=S(O)OC1CS(=O)(=O)CC1c1ccccc1 (stereo not drawn)	0	-14	0.2	-14	0
29	CC1(C)Cc2nc(Cl)c(C#N)cc2CO1	2	0	0.3	23	1
30	CCOc1cc2c(cc1OCC)C(c1ccc(OC)c(OC)c1)N(c1ccc(C(=O)O)cc1)C(=O)C2 (stereo not drawn)	-11	5	-0.3	13	-6

nr	OXTR agonist	GPR7 antag	CHO-K1 Ca PAM	V1aR counter
21	-0.4	nt	13	1.4
22	nt	nt	-17	nt
23	-2.6	-3	-7	-1.8
24	-0.5	-12	-1	0.4
25	-0.1	-6	16	0.2
26	0.0	5	-16	0.4
27	-1.9	13	10	-1.6
28	-0.1	-8	-3	0.4
29	-0.1	-14	15	1.0
30	1.7	-3	-10	0.4

3 compounds out of the list above, arranged by their value in OXTR potentiator, highest first.
No.	structure	OXTR potentiator	GPR7 antag
30	CCOc1cc2c(cc1OCC)C(c1ccc(OC)c(OC)c1)N(c1ccc(C(=O)O)cc1)C(=O)C2 (stereo not drawn)	5	-3
21	CCOc1ncccc1C(=O)NNC(=O)CSc1ccc(Cl)cc1	2	nt
28	O=S(O)OC1CS(=O)(=O)CC1c1ccccc1 (stereo not drawn)	-14	-8

(more compounds)
nr	canonical_smiles	CHO parental Ca	OXTR potentiator	M1 ag parental	TAAR1 antagonist	CHO-K1 Ca antag
31	COc1cc(CNc2nc3ccccc3n2Cc2ccccc2)ccc1O	nt	nt	1.4	-6	18
32	O=C(CC[C@H]1O[C@@H](n2ccc(=O)[nH]c2=O)[C@H](O)[C@@H]1O)N[C@H](Cc1ccccc1)C(=O)NCc1ccc2c(c1)OCO2	nt	nt	-0.2	-25	15
33	COc1ccc(/C(O)=C2/C(=O)C(=O)N(CCN(C)C)C2c2cccnc2)cc1OC (stereo not drawn)	-8	-5	-0.4	-10	14
34	Cc1cccc(OCC(=O)N(Cc2ccco2)C2CCS(=O)(=O)C2)c1 (stereo not drawn)	2	-4	-0.2	-14	-2
35	CC1(C)CC(=O)C2=C(C1)N1CCCCC1CC2=O (stereo not drawn)	-2	-1	0.3	1	-7
36	CCn1cc(CN2N=C(C)CC2c2ccccc2)c(C)n1 (stereo not drawn)	-18	-6	0.9	19	-17
37	O=C(COc1cccc2ccccc12)Nc1cc(S(=O)(=O)N2CCOCC2)ccc1N1CCOCC1	-6	-5	nt	nt	nt
38	CC(=O)Nc1ccc(SCC(=O)Nc2oc(C)c3c(C)n[nH]c(=O)c23)cc1	11	-7	3.8	7	5
39	C=CCn1c(C(CC)CC)nc2ccccc21	-10	1	6.0	-14	-2
40	COC(Cc1n[nH]c(=S)n1-c1ccccc1)OC	-9	5	0.2	-2	9

nr	OXTR agonist	GPR7 antag	CHO-K1 Ca PAM	V1aR counter
31	nt	nt	-7	nt
32	nt	nt	11	nt
33	-0.1	-1	18	1.1
34	-0.4	-14	12	0.8
35	0.8	4	-3	0.7
36	0.4	-12	20	0.0
37	1.3	-9	nt	0.0
38	0.1	nt	-7	-0.1
39	-0.3	-12	27	-1.2
40	0.9	-13	9	2.0

Given as tab-separated lines: 2 of the compounds above.
item	structure	CHO parental Ca	OXTR potentiator	M1 ag parental	TAAR1 antagonist	CHO-K1 Ca antag	OXTR agonist	GPR7 antag	CHO-K1 Ca PAM	V1aR counter
38	CC(=O)Nc1ccc(SCC(=O)Nc2oc(C)c3c(C)n[nH]c(=O)c23)cc1	11	-7	3.8	7	5	0.1	nt	-7	-0.1
39	C=CCn1c(C(CC)CC)nc2ccccc21	-10	1	6.0	-14	-2	-0.3	-12	27	-1.2

Continued.
nr	canonical_smiles	CHO parental Ca	OXTR potentiator	M1 ag parental	TAAR1 antagonist	CHO-K1 Ca antag
41	CCc1ccc(NC(=O)CSc2nnnn2C)cc1	7	-8	0.2	-16	-13
42	Cc1cc(C)n(-c2ncc3c(n2)N(C)CCOC3=O)n1	-1	0	5.1	-9	-13
43	COc1ccccc1NC(=O)CC(NC1CCCCC1)C(=O)O (stereo not drawn)	-7	-3	3.2	-5	5
44	COc1ccc(C(CNC(=O)C(=O)NC2CCCCC2)N2CCN(C)CC2)cc1 (stereo not drawn)	-13	-5	0.5	-16	-12
45	C(=C\c1ccco1)/c1ccc2ccccc2n1	-13	-6	0.9	-17	-8
46	CCOC(=O)C1=C(C)NC(SCC(=O)O)=C(C#N)C1c1ccco1 (stereo not drawn)	2	-6	0.3	-2	4
47	COc1cc(CCC(=O)OCC(=O)Nc2ccccc2OC(F)F)cc(OC)c1OC	-9	-17	3.0	4	0
48	CCCCC[C@@H](O)c1cc2ccccc2c(=O)o1	-10	5	-0.6	-16	-12
49	CCC1(C)C(Nc2c(C)cccc2C)=NC(=S)N1c1ccc(NC(C)=O)cc1 (stereo not drawn)	-1	-9	0.2	-9	7
50	O=C(CCC(=O)N1CCN(C(=O)c2ccco2)CC1)c1ccc(F)cc1	3	-13	8.5	1	2
51	COCc1c(C(=O)OCC(=O)N2CCCC2=O)oc2ccccc12	-19	-2	0.1	-20	0
52	CSCCC(NC(=O)C12CC3CC(CC(C3)C1)C2)C(=O)OCC(=O)c1ccccc1 (stereo not drawn)	-4	-3	0.5	2	-6

nr	OXTR agonist	GPR7 antag	CHO-K1 Ca PAM	V1aR counter
41	-0.1	-5	0	0.2
42	0.3	-9	10	0.8
43	1.0	-1	16	0.1
44	-0.1	nt	9	0.6
45	-2.3	-1	19	-1.0
46	-0.4	-8	-7	-0.8
47	2.6	-14	-3	2.7
48	-2.2	nt	4	-0.7
49	0.6	-8	-2	0.1
50	-0.5	-6	11	0.6
51	0.9	nt	8	0.5
52	0.0	-6	1	-0.5

Source: PubChem BioAssay (The Scripps Research Institute Molecular Screening Center)
